PERK inh – human PERK inhibition, primary cell-based screen | Q9NZJ5 | CHO PERK-DD fusion, SEAP luminescence translation reporter | inhibition, % at 5.6 µM | 220,000 tested, 0.17% active | AID 1416;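 active = inhibition above the mean inhibition of all tested compounds plus 3 SD, set separately per screening campaign, cut at about 2.9% in these data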;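 also: PERK kinase domain activated by AP20187 dimerizer at 100 nM; 0% = DMSO with dimerizer and 100% = rapamycin at 8.4 µM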
hK5 inh – inhibitors of human kallikrein 5; Q9Y337; recombinant hK5, fluorogenic AMC substrate cleavage; inhibition, % at 5 µM; 210,000 tested, 0.59% active; AID 873;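 active = inhibition of 40% or more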;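 also: 0% = enzyme controls without compound and 100% = no-enzyme blanks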
Target sequence (Q9Y337 67-293 limits assumed): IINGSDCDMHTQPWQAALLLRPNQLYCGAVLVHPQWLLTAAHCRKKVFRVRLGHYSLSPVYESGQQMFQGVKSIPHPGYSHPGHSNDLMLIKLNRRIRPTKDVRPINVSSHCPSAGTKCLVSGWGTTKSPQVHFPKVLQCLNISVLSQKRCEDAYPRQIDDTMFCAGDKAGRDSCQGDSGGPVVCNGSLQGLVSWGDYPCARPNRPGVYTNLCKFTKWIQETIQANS
FXIa inh 1536 – blocks human coagulation factor XIa protease activity | purified FXIa, Boc-Glu-Ala-Arg-AMC fluorogenic substrate | inhibition, % at 5 µM | 220,000 tested, 0.14% active;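 active = inhibition of at least 40%; inactive = inhibition below 40%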;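 also: fluorescence of freed AMC excited at 355 nm; 0% = enzyme without compound and 100% = no enzyme blank; many of its hits are not listed in these tables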
Target sequence (P03951 19-387 limits assumed): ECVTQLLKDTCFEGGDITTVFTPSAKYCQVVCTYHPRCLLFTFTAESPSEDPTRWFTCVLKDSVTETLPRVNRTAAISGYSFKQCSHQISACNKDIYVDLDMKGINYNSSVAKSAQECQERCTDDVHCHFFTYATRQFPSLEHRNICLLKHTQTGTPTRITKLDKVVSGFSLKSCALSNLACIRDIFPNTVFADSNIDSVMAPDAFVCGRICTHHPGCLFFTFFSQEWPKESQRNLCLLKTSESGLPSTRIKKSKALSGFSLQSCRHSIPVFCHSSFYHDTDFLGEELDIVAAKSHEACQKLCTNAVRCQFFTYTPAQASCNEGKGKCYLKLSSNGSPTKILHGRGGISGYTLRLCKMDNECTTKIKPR
Target sequence (P03951 388-625 limits assumed): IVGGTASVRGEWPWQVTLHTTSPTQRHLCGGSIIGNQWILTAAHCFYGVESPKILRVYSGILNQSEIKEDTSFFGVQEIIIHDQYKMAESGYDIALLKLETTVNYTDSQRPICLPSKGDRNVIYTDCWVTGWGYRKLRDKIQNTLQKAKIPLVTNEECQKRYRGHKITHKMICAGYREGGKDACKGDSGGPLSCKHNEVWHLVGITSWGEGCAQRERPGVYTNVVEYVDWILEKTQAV
m-calpain inh – calpain II (pig) inhibition; purified calpain II, fluorogenic peptide substrate, 30 min; inhibition, % at 16 µM; 220,000 tested, 0.37% active;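 active = inhibition above about 50%, limit read from the data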
Rad51 HR inh – Rad51 (human) homologous recombination inhibition | Q06609 | hRad51 DNA strand exchange, fluorescence dequenching | inhibition, % at 10 µM | 200,000 tested, 0.085% active | AID 1385;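 active = inhibition above 40% at the single screening dose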;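 also: 0% = DMSO control wells and 100% = blanks with heterologous ssDNA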
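material = hRad51 filaments on single-stranded DNA | reagent = Donor/quencher-labelled 47-bp dsDNA substrate | compound = 10 µM final, single point | schedule = strand-exchange reaction 15 min at room temperature | measured by = fluorescein emission 520 nm, excitation 485 nm | read-out basis = % inhibition versus plate control and blank means | benchmarks = plate controls and plate blanks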
Thrombin inh – blocks human thrombin protease activity; AID 1046; 220,000 tested, 0.26% active; alpha-thrombin, Boc-VPR-AMC fluorogenic substrate cleavage; inhibition, % at 5 µM; P00734;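 active = inhibition at or above 40%; inactive = inhibition below 40%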;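 also: 0% = enzyme with no compound and 100% = wells without enzyme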
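System: Human alpha-thrombin protein | Medium: pH 7.5 Tris (50 mM) with NaCl 150 mM, Tween 20 0.05% | Times: Enzyme reaction carried out at room temperature | Detection: AMC fluorescence, 355/460 nm | Evaluation: Percent inhibition scaled between no-compound controls and no-enzyme blanks | Benchmarks: Enzyme without compound as high, wells lacking enzyme as low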
FXIIa inh 1536 – blocks human coagulation factor XIIa protease activity; purified FXIIa, Boc-QGR-AMC fluorogenic substrate, 2 h; inhibition, % at 5 µM; 220,000 tested, 0.3% active; AID 800; in the data active = inhibition above about 40%;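 also: 0% = enzyme with no compound and 100% = blank without enzyme; many of its hits are not listed in these tables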
Furin inhibitor – blocks human furin protease activity; P09958; AID 463115; inhibition, % at 30 µM; purified furin, fluorogenic substrate cleavage; 220,000 tested, 0.061% active; in the data active = inhibition above about 25%; also: inactives centre near -15
KCC2 mod – modulates chloride dependent transport by human KCC2; AID 1456; KCC2 cells, thallium flux FluoZin-2 fluorescence; B-score of Tl+ flux slope (higher = more flux/activation; lower = inhibition) at 10 µM; 190,000 tested, 2.2% active; Q9H2X9;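 active = thallium flux slope and its plate-corrected score both differing from the plate sample mean at a set confidence after two filtering rounds, in either direction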;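 also: slope of fluorescence scaled to starting intensity during 10 to 20 s after thallium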
Active calls of the source: *; . = not tested or not shown; [ ] = remark or other dose. An excerpt; the hit share may differ from the screen's.

No.	PERK inh	hK5 inh	FXIa inh 1536	m-calpain inh	Rad51 HR inh	Thrombin inh	FXIIa inh 1536	Furin inhibitor	KCC2 mod	mol
1	-0.6	-1	-4	-20	5	13	1	-6	-1.2	Cc1cc(C(=O)CN2C(=O)NC3(CCCCC3)C2=O)c(C)n1-c1ccc2c(c1)OCO2
2	0.2	6	-13	17	4	-3	-10	-15	-0.075	O=C(Cc1cccs1)Nc1ccccc1NC(=O)Cc1cccs1
3	-0.7	-5	-4	-26	4	-2	12	-22	.	O=C(COC(=O)Cc1cn2ccsc2n1)NC12CC3CC(CC(C3)C1)C2
4	1.1	-14	-3	-12	8	5	9	-20	-0.39	O=C(O)CC1NC(=O)N(C2CCCCC2)C1=O (centres undefined)
5	0.1	1	3	8	-11	-2	7	-37	-0.83	C=C(C)CSc1nc2ccccc2c(=O)n1-c1c(C)n(C)n(-c2ccccc2)c1=O
6	1.2	-10	2	30	9	-3	12	-15	.	COc1ccc(C2Cc3ccccc3C(=O)O2)cc1 (centres undefined)
7	-0.3	-4	1	-11	.	0	10	-21	.	O=C1c2cccc3cccc(c23)C(=O)N1CC1CCCO1 (centres undefined)
8	0.1	-28	2	-11	-4	-6	6	-21	.	Cn1c(CCN2CCOCC2)nc2cc(NC(=O)COc3ccccc3)ccc21
9	0.5	-6	-7	-25	-2	-7	2	-22	-0.87	CCc1nc2ccccc2n1CC(=O)N1CCN(Cc2ccccc2)CC1
10	0.9	10	-1	3	-2	-6	-3	-11	.	CC1CCCCN1CCn1c(=S)[nH]c2ncccc2c1=O (centres undefined)
11	-0.1	2	3	14	13	-7	11	-38	1.2	Cc1nc2nc(SCC(=O)O)nn2c(C)c1Cc1ccccc1Cl
12	0.2	1	0	-14	5	-2	9	-15	0.26	Cc1ccc(NC(=O)COc2ccc(-c3nnco3)cc2)cc1S(=O)(=O)N1CCOCC1
13	0.6	-7	-4	45	-7	-1	5	0[20 µM]	-1.1	Cc1ccc(CNC(=O)c2ccc3c(=O)n(CCCN4CCCC4=O)c(=S)[nH]c3c2)cc1
14	-0.3	-26	18	-7	-2	1	25	-2[20 µM]	-0.51	O=C(NC1=NCCS1)[C@H](Cc1ccccc1)N1C(=O)c2ccccc2C1=O
15	-0.2	-3	-3	43	9	-16	8	-21	-0.26	COc1ccccc1NC(=O)N1CCCC1C(=O)Nc1nnc(C(C)C)s1 (centres undefined)
16	-0.6	-25	-2	-36	-2	-2	10	-15	0.43	COc1ccc(C(=O)NC2CCN(S(=O)(=O)Cc3ccccc3)CC2)c(OC)c1
17	-0.6	-17	5	-23	-1	1	11	-11	-0.11	Oc1ccc(Cl)cc1/C=N/c1nccs1
18	-1.0	-2	2	-3	3	-1	11	-12[20 µM]	-0.1	c1ccc(-c2nnc(OCCN3CCOCC3)c3ccccc23)cc1
19	-0.9	-5	-2	-21	.	-1	5	-11[20 µM]	0.58	O=C(NCCC1=CCCCC1)C1CCN(S(=O)(=O)c2cccc3nonc23)CC1
20	0.3	-1	-3	-4	-4	-5	3	-8	-0.74	CN(C)CCCN(Cc1ccccc1)C(=S)NCc1ccccc1
21	1.0	-2	-1	60*	11	-6	6	-25	1.6	COc1ccc(Nc2nc(=O)c3cc([N+](=O)[O-])ccc3s2)cc1
22	1.5	-1	-7	-6	0	-4	7	-13[20 µM]	-0.88	CCn1c(=S)[nH]c2ccccc21
23	0.5	-31	4	3	4	1	9	-20[20 µM]	.	Cc1cc(C)nc(SCC(=O)c2ccc([N+](=O)[O-])cc2)n1
24	0.7	-22	6	-7	3	0	9	-21	0.45	CCn1nc(C(=O)NNC(=O)COc2ccc(OC)cc2)c2ccccc2c1=O

Brought forward from above: 5 entries; new compounds follow.
No.	PERK inh	hK5 inh	FXIa inh 1536	m-calpain inh	Rad51 HR inh	Thrombin inh	FXIIa inh 1536	Furin inhibitor	KCC2 mod	mol
20	0.3	-1	-3	-4	-4	-5	3	-8	-0.74	CN(C)CCCN(Cc1ccccc1)C(=S)NCc1ccccc1
21	1.0	-2	-1	60*	11	-6	6	-25	1.6	COc1ccc(Nc2nc(=O)c3cc([N+](=O)[O-])ccc3s2)cc1
22	1.5	-1	-7	-6	0	-4	7	-13[20 µM]	-0.88	CCn1c(=S)[nH]c2ccccc21
23	0.5	-31	4	3	4	1	9	-20[20 µM]	.	Cc1cc(C)nc(SCC(=O)c2ccc([N+](=O)[O-])cc2)n1
24	0.7	-22	6	-7	3	0	9	-21	0.45	CCn1nc(C(=O)NNC(=O)COc2ccc(OC)cc2)c2ccccc2c1=O
25	1.6	-3	-2	-9	0	-2	4	-27	-0.034	C/C(=N\NC(=O)OC(C)(C)C)c1ccc(-n2ccnc2)cc1
26	0.4	2	-2	-8	1	-1	11	-13[20 µM]	.	Cc1cccc(OCC(=O)Nc2cc(C)ccc2O)c1
27	1.1	-17	-2	21	4	-4	5	-18[20 µM]	.	Cc1cc2ncn(C(=O)N3CCOCC3)c2cc1C
28	-0.5	-3	6	-5	0	4	20	-19	-1.2	O=C(c1cccs1)N1CCN=C1SCc1cccnc1
29	0.5	-6	6	-4	0	-5	10	-12	-1.8	O=c1c2oc3ccccc3c2[nH]c(=S)n1-c1ccccc1
30	0.7	-19	-2	-358	-15	-10	-7	-28	-0.054	Cc1ccc(S(=O)(=O)NC(C(=O)Oc2ccc3c(C(F)(F)F)cc(=O)oc3c2)c2ccccc2)cc1 (centres undefined)
31	0.5	4	-2	30	-3	1	9	-15	-0.34	CSc1cccc(NC(=S)NCCCN2CCN(c3ccc(F)cc3)CC2)c1
32	0.5	1	-21	11	19	-6	2	-26	19*	CCCn1nnc(NC(=S)NC(=O)c2ccc(-c3ccc(Br)cc3)o2)n1
33	-0.3	-12	3	-32	.	-5	2	-22	0.73	CCOc1ccc(NC(=O)CSC2=C(C#N)C(c3ccc4c(c3)OCO4)CC(=O)N2)cc1 (centres undefined)
34	-0.6	-22	-5	49	9	-7	12	-14	.	CCOC(=O)c1c(N)sc(C(=O)N2CCCCCC2)c1C
35	0.1	-16	6	-61	4	4	14	-25[20 µM]	-2.7	O=C(NCc1ccccc1)C12CN(Cc3ccccc3)CC1C(c1cccc([N+](=O)[O-])c1)=NO2 (centres undefined)
36	-0.3	-7	-5	-6	-2	-9	12	-15[20 µM]	.	COc1ccc(C2c3c4c(n(C)c3CCN2C)CCN(C)C4c2ccc(OC)cc2)cc1 (centres undefined)
37	1.1	-17	-1	-7	5	-13	16	-11[20 µM]	-0.88	C=CCc1c(C)nc(SC)nc1Nc1ccc(C(=O)O)cc1
38	-0.8	-77	9	-21	-3	-6	-1	-27[20 µM]	0.0033	Nc1nc(CN2CCC(Cc3ccccc3)CC2)nc(Nc2ccccc2)n1
39	1.2	-2	1	-48	5	1	3	-26	-1.2	CCc1nc(SCC(=O)N2CCN(c3ccccc3)CC2)c2c(=O)n(C)c(=O)n(C)c2n1
40	-0.7	4	6	-9	-6	4	22	-22[20 µM]	0.0095	COc1ccc2c(c1)c(C(=O)N1CCN(C)CC1)c(C)n2-c1ccccc1
41	0.1	-6	0	-3	0	3	6	-16	-0.11	CCOC(=O)N1CCN(C(=O)c2ccc(CS(=O)(=O)c3c(Cl)cccc3Cl)o2)CC1
42	-0.4	25	-10	-9	-5	-9	-4	-18	.	C#CCn1c(=NC(=O)c2ccc(Br)s2)sc2cccc(OC)c21
43	0.8	-14	5	0	17	-2	8	-31	0.93	O=C(NN/C(=N/S(=O)(=O)c1ccc(Cl)cc1)c1ccccc1)c1ccc(O)cc1
44	1.5	12	3	-6	9	-6	10	-13	.	O=C(c1ccc2snnc2c1)N1CCSCC1
45	-0.1	-18	2	-1	3	-9	9	-28	.	COc1ccc(OC)c(NC(=O)c2cc3sccc3n2C)c1
46	-0.9	-25	3	-37	-6	-8	6	-12	-1.4	O=C(NCCCN1CCOCC1)c1ccc(Sc2ccc(F)cc2)c([N+](=O)[O-])c1
47	0.6	3	0	18	1	4	-4	-10	-0.53	Cc1cc(=O)c2c(O)c(O)ccc2o1
48	-0.5	-5	6	-11	3	5	18	0[20 µM]	.	Cc1ccccc1NC(=O)c1sc2nc[nH]c(=O)c2c1C
49	0.2	0	2	-16	5	-20	-3	-17	-1.7	CCCOC(=O)CSc1nnc(-c2ccc(Cl)cc2Cl)o1
50	1.7	-68	-3	-25	4	2	5	-17	1.2	O=C(CSc1nnc(CNC(=O)c2ccccc2F)o1)NCc1ccccc1
51	-0.8	-1	-3	-83	5	3	14	-19	.	COc1cccc2cc(C(=O)C3=C(O)C(=O)N(CCN(C)C)C3c3ccc(F)cc3)oc12 (centres undefined)
52	0.7	0	10	4	13	0	6	-19	-0.78	Cc1onc(-c2c(F)cccc2Cl)c1C(O)c1ccc(F)cc1 (centres undefined)
53	2.0	-2	1	-43	.	-3	-3	-16[20 µM]	0.27	COC(=O)CSc1nc(NC(C)C)nc(N2CCOCC2)n1
54	0.9	-9	1	-233	-1	-7	11	-7[20 µM]	0.37	COc1ccc(-c2cnc3nc[nH]c(=O)c3n2)cc1
55	0.5	-12	0	-9	6	-2	12	-17[20 µM]	.	CCOC(=O)C1CCCN(S(=O)(=O)c2ccc(F)c(C(=O)Nc3ccc(F)c(F)c3)c2)C1 (centres undefined)
56	-0.9	-7	-1	-24	-8	1	8	-12[20 µM]	0.17	O=S(=O)(/N=C(/Sc1ccccc1)c1ccccc1)c1ccccc1
57	0.2	-38	1	-13	-6	-3	14	-16	0.77	O=C(O)CSc1nnc(C2COc3ccccc3O2)n1-c1ccccc1 (centres undefined)
58	0.7	-1	2	-41	2	-11	13	-10	0.049	O=C(CNC(=O)c1cccc(F)c1)OCc1cc(=O)n2cc(Br)ccc2n1
59	-0.7	1	-3	17	-3	-6	1	1[20 µM]	.	CCOC(=O)c1cc(C)n(CCCN2CCOCC2)c1C
60	0.3	-3	4	12	6	-3	14	-16[20 µM]	.	CN(CCOc1ccc(-c2ccn(S(=O)(=O)c3ccc(Cl)cc3)n2)cc1)c1ccccn1

From PubChem
